12-LOX inh: inhibitors of human 12S-lipoxygenase ALOX12; Potency, µM (top dose mostly 108 µM), without a hit: at the highest dose activity change, negative = inhibition, most hits filed as inhibitors; purified 12hLO, xylenol orange hydroperoxide absorbance; hit rate 1.1% among 580,000; AID 1671190; active = well fitted inhibition curve with a large enough effect; inconclusive = small, poorly fitted or top-dose-only effect, or another doubt; inactive = no such curve, though single readings can be large or run the other way; also: potency is read from the fitted curve at half-maximal effect
Target sequence (P18054 whole entry, looked up): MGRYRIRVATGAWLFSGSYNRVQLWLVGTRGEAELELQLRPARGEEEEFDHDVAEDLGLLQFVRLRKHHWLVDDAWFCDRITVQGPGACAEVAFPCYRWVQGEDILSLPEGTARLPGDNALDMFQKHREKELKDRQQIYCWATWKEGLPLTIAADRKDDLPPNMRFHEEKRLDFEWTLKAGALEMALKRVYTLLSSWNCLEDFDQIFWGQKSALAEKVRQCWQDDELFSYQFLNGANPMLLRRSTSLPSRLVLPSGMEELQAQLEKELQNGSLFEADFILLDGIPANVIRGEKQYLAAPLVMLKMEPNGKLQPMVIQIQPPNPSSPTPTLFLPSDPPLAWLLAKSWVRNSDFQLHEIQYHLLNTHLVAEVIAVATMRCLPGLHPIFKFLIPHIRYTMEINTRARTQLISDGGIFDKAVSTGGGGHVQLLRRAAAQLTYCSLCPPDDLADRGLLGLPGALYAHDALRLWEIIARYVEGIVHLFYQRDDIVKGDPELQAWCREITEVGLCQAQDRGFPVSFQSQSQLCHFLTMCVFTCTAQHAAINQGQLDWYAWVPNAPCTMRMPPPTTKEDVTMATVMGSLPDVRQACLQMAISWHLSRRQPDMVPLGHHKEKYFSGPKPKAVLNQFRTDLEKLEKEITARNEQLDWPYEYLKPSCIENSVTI
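Hydroperoxide product was detected by ferrous iron/xylenol orange as the 573 to 405 nm absorbance ratio. Arachidonic acid at 40 uM (final) was turned over for 30 min at room temperature by 150 nM human 12hLO, pH 7.0 Hepes buffer, after 15 min compound preincubation.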
LDHA inh: inhibitors of human lactate dehydrogenase A. AID 1347041. purified LDHA, NADH/diaphorase-resazurin fluorescence; active compounds read low. P00338. activity change, % (values are at about 110 or 230 µM). hit rate 0.15% among 480,000; in the data active = activity change below about -30%; inconclusive = mostly about -25% to -30%;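 also: plate controls were DMSO wells for no effect and wells without enzyme for full effect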
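Human LDH5 at 2 nM final in Tris HCl pH 7.4 with 0.06 mM NADH and 0.2 mM pyruvate, reacted 5 minutes at room temperature. Remaining NADH coupled via diaphorase/resazurin; resorufin fluorescence read at 0 and 20 minutes, normalized to enzyme-free and DMSO wells.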
* hit, by the source's call; u = inconclusive; [ ] = remark or other dose. Unless noted, % is scaled to controls: 0 for no effect and ±100 for the full control effect. Only part of the results is shown; rates above refer to the full screens.

SMILES	12-LOX inh	LDHA inh
Cc1ccc(-c2cc(C(=O)Nc3ccc(C#N)cc3)c3ccccc3n2)o1	12.6µM*	4.1
C=C1C(C(=O)Nc2cccc(SC)c2)C1C(=O)Nc1cccc(SC)c1 (stereo unspecified)	-28.7%	2.7
CC(C)(Oc1ccc(Cl)cc1)C(=O)Nc1ccc2oc(-c3cccnc3)nc2c1	-7.7%	0.5
CCC(NC(=O)C1CCN(C(=O)/C=C/c2ccccc2)CC1)C12CC3CC(CC(C3)C1)C2 (stereo unspecified)	u	6.2
O=C(Cc1ccc(Cl)cc1)NN=C1CCC(c2ccccc2)CC1 (stereo unspecified)	6.0%	2.9
O=C(Nc1ccc(OCc2ccccc2)cc1)c1ccc2ccccc2c1	-56.9%	4.0
O=C(O)CCCCCCCCC(O)CN1CCCCC1 (stereo unspecified)	0.0%	0.2
Cc1ccc(C2=NS(=O)(=O)N(C)C(C(=O)N3CCN(c4ccccc4)CC3)=C2)cc1	-5.9%	-0.2
Cn1c(N)c(C(=O)COC(=O)c2cc(-c3ccc(F)cc3)nc3ccccc23)c(=O)n(C)c1=O	-17.8%	2.3
CNC(=O)/C=C/c1ccccc1F	4.2%	-1.5
Cc1c(C(=O)N(Cc2nc3ccccc3c(=O)[nH]2)C(C)C)oc2ccc(Br)cc12	44.7µM*	11.0
O=C(c1cccs1)N(Cc1ccc2cc[nH]c2c1)C1CC1	u	0.2
COc1ccc(OC)c(C2C3=C(CC(C)(C)CC3=O)Nc3nc(-c4cccc(C)c4)nn32)c1 (stereo unspecified)	2.5%	1.0
COc1cc(/C=C2\NC(=O)NC2=O)cc(Br)c1OCC(=O)O	u	u
CCn1nc(C(=O)OC/C(O)=C(\C#N)c2nc3ccccc3[nH]2)c2ccccc2c1=O	u	19.0
CCOc1ccc(NC(=O)Cc2c(C)[nH]n(-c3nc(-c4ccc(Cl)cc4)cs3)c2=O)cc1	29.9%	-9.5
COc1ccc(C(=O)COc2ccccc2C#N)cc1Br	u	5.3
CCOC(=O)c1ccc(Nc2nc(-c3cc4cc(Br)ccc4oc3=O)cs2)cc1	-23.0%	-3.6
O=C(/C=C/c1ccc(F)cc1)c1cccc(O)c1	-78.7%	-4.9
CC(=O)c1ccc(NC(=O)CSc2nc(N3CCCC3)c3c(c2C#N)CCCC3)cc1	-30.9%	-7.0
OCCc1cn[nH]c1	24.0%	7.7
O=c1cc(N2CCN(c3cccc(C(F)(F)F)c3)CC2)nc2ccccn12	3.6%	14.9
COC(=O)CC1c2cc(OC)c(OC)cc2CCN1Cc1nc(C(C)C)no1 (stereo unspecified)	-6.5%	-21.5
CCCCCn1nc(C(=O)Nc2cccc(C(=O)OC)c2)c2ccccc2c1=O	-5.2%	1.3
CN(C)C(=O)c1ccc(NC(=O)Cn2nc(-c3ccc(Cl)cc3)c3ccccc3c2=O)cc1	-1.5%	-5.4

Taken from above:
LDHA inh result of O=C(Cc1ccc(Cl)cc1)NN=C1CCC(c2ccccc2)CC1 (stereo unspecified) stands at 2.9
LDHA inh result of Cc1ccc(C2=NS(=O)(=O)N(C)C(C(=O)N3CCN(c4ccccc4)CC3)=C2)cc1 stands at -0.2
12-LOX inh result of Cn1c(N)c(C(=O)COC(=O)c2cc(-c3ccc(F)cc3)nc3ccccc23)c(=O)n(C)c1=O stands at -17.8%

The listing continues.
SMILES	12-LOX inh	LDHA inh
CNC(=O)NC(NC(=O)c1ccccc1)(C(F)(F)F)C(F)(F)F	-13.0%	4.4
COc1ccc(C(C)=O)cc1CSCc1coc(-c2ccc(F)cc2)n1	5.8%	11.4
COc1ccc(NC(=O)CN(C)C(=O)c2nc(-c3ccccc3)oc2C)cc1	-28.5%	7.5
Cc1ccc(C)c(-n2cccc2C=O)c1	u	8.5
COc1ccc(S(=O)(=O)Nc2cc(N3CCCS3(=O)=O)ccc2C)cc1OC	u	-5.0
Cn1nnnc1-c1cccc(NC(=O)Cc2ccc(Cl)cc2Cl)c1	u	4.8
CCC(C)NC(=O)c1ccc2c(c1)OCCCO2 (stereo unspecified)	9.2%	3.0
Cc1ccc2c(CN3CCN(C(=O)c4cccc(F)c4)CC3)cc(=O)oc2c1	40.0%	4.8
CCCn1nc(C(=O)NCC2CCCN2CC)c2ccccc2c1=O (stereo unspecified)	u	-0.3
CCCCCNCc1ccc(C)s1	0.1%	2.3
O=C(O)CCC(=O)N1CCC(O)CC1	-17.0%	-7.0
Cc1ccccc1NC(=O)C(C#N)C(=O)/C=C/c1ccccc1 (stereo unspecified)	6.4%	-9.9
CCCCN1C(=O)C2(C(=C(O)c3ccc4c(c3)OCCO4)C(=O)C(=O)N2CCOC)c2ccccc21 (stereo unspecified)	u	2.9
COc1ccc(-c2nc3cc(NC(C)=O)ccc3o2)cc1Cl	-1.4%	-10.0
COC(=O)C1=C(C)N(C2CCCC2)C(=O)C1(NC(=O)C1CC1)C(F)(F)F (stereo unspecified)	-5.9%	2.8
COc1cccc(CNC(=O)c2cccc(N3CCCN(Cc4ccc(C)cc4)C3=O)c2)c1	-13.2%	13.6
CCCCOCCCNC(=O)C[C@@H]1C[C@@]2(C(=O)OCC)CCCC=C2N(CCC2=CCCCC2)C1=O	u	0.0
CC(=O)NNC(=S)Nc1ccc(C)cc1C	31.1%[activator]	-5.3
CCOP(=O)(OCC)c1nc(Cc2ccc(OC)cc2)oc1NCc1ccco1	u	5.3
C=C(C)Cn1c(SC)nc2c1c(=O)n(C)c(=O)n2C	5.7%	-0.7
Cc1ccc(C(=O)CSc2nc3nc[nH]c3c(=O)[nH]2)cc1	-22.9%	-0.3
CC(NC(=O)c1ccc(SC(F)F)cc1)c1ccccn1 (stereo unspecified)	-17.4%	2.5
Cc1cccc(OCc2nc(C#N)c(NCCN3CCOCC3)o2)c1	-13.0%	4.9
CCN(C(=O)c1ccsc1)C1CC1	5.4%	4.7
CN(C(=O)CSc1nc(CN2CCOCC2)nc2ccccc12)C1CCS(=O)(=O)C1 (stereo unspecified)	u	0.1

Continuation.
SMILES	12-LOX inh	LDHA inh
O=C(NCc1ccc(F)cc1)OC1CC2CC1[C@H]1CCCCN1C2=O (stereo partly specified)	-23.2%	-3.2
COC(=O)COc1cc2oc(=O)cc(C)c2cc1Cl	-0.5%	-24.6
COc1ccc2c(COC(=O)CCCN=C3NS(=O)(=O)c4ccccc43)cc(=O)oc2c1	u	7.5
COc1ccc([C@H]2CC(=O)C[C@@H](CCn3cc(Cc4ccccc4)nn3)O2)cc1	9.4%	2.1
CCN1CC(CN(C)Cc2nc(C3CC3)no2)Oc2ccccc21 (stereo unspecified)	5.1%	-24.1
CCOc1ccc(NC(=O)c2cc(=O)c3ccccc3o2)cc1OC	5.7%	0.6
CC(=O)N1CCN(C(=O)CSc2cc(C)c3cc(C)cc(C)c3n2)CC1	u	-0.7
Oc1c(-c2ccccc2)nc2sc3c(c2c1-c1ccccc1)CCCC3	u	2.7
CNC(=O)NC(=O)CN(Cc1ccc(C)cc1)C1CC1	-25.6%	6.9
O=S1(=O)C=CC(N(Cc2ccccc2)Cc2cccc(F)c2)C1 (stereo unspecified)	u	1.1
CC(C)n1nc(C(=O)Nc2nc(-c3cccs3)cs2)c2ccccc2c1=O	5.1%	7.8
COc1cc(OC)cc(C(=O)NCc2ccc(-c3nc4ncccc4o3)cc2)c1	-11.6%	-5.9
O=S(=O)(Nc1nc2ccccc2nc1NCc1ccc(Cl)cc1)c1cccs1	12.5%	-4.6
CN(C)CCCOC(=O)c1cc(C(C)(C)C)cc(C(C)(C)C)c1	u	2.9
Cc1ccc(C)c(S(=O)(=O)N2CCN(CC(=O)NC(=O)NC(C)(C)C)CC2)c1	-13.7%	4.0
CN(C)S(=O)(=O)c1cc(NC(=O)c2nn(Cc3ccccc3)c(=O)c3ccccc23)ccc1Cl	23.5%	-0.3
Cc1cc(C(=O)OCC(=O)Nc2cccc(F)c2)c2ccccc2n1	u	1.4
CN(C)C(=O)c1ccc(NC(=O)c2ccccc2CSc2nc3ccccc3o2)cc1	5.2%	15.3
Cc1cc2oc(=O)cc(CN3CCN(C(=O)c4ccco4)CC3)c2cc1C(C)C	u	-6.5
CCOc1ccc(-c2noc(-c3cc(-c4ccco4)n[nH]3)n2)cc1	0.8%	17.4
CC1CCC(=NNC(=O)C2CC2)CC1 (stereo unspecified)	11.6%	-0.9
O=C(NC1CC1)C(NCc1ccc(C(F)(F)F)cc1)c1ccccc1 (stereo unspecified)	23.3%	7.3
CC(C)NC(=S)N/N=C1\CC2CC=CC12 (stereo unspecified)	-22.0%	2.6
CCCOc1cc(C)c(Cl)cc1S(=O)(=O)N1CCCCC1C (stereo unspecified)	30.5%	5.1
CCCc1cc(C(=O)Nc2cc(Cl)ccc2Cl)no1	18.1%	-2.8

Profiles from above.
`CCCn1nc(C(=O)NCC2CCCN2CC)c2ccccc2c1=O` (stereo unspecified) across the screens: 12-LOX inh: u; LDHA inh: -0.3
`CC(C)NC(=S)N/N=C1\CC2CC=CC12` (stereo unspecified) across the screens: 12-LOX inh: -22.0%; LDHA inh: 2.6

Going on with the list.
SMILES	12-LOX inh	LDHA inh
O=C(Nc1ccc(F)c(F)c1)c1cnc2ccccc2n1	u	-4.2
COc1ccc2c(CCNC(=O)c3ccc(F)cc3)c[nH]c2c1	-25.7%	7.4
COc1ccc(-c2c(C)nn3c(NC4CCCCC4)cc(C)nc23)cc1OC	2.8%	4.0
CCN(C(=O)Cn1c(=O)n(CCC(=O)Nc2ccc(F)cc2)c(=O)c2sccc21)c1ccccc1	29.5%	-7.1
Cc1nc(Nc2nc3ccccc3o2)ncc1C(=O)Nc1ccccc1	12.1%	-0.4
N#CC1(NC(=O)CSc2cc(C(N)=O)c3ccccc3n2)CCCCCC1	-4.8%	-0.6
CCCCNC(=O)CN1CCN(Cc2nc3ccccc3o2)CC1	99.8%[activator]	-13.9
CCOc1ccc(-c2nonc2NC(=O)c2oc3ccc(F)cc3c2C)cc1OCC	-2.8%	0.7
COc1ccc(C2=Cc3ccccc3C(CC(=O)C3CC3)N2c2ccc(-c3cc(OC)c(OC)c(OC)c3)cc2)cc1 (stereo unspecified)	-59.8%	7.3
Cc1ccc(-n2nnnc2SCC(=O)N(Cc2ccco2)C2=CCCCC2)cc1	u	8.7
CC1CCN(c2nc3c(c(=O)n(Cc4ccccc4F)c(=O)n3C)n2C)CC1	5.5%	3.3
O=C(CSc1nc2ccc(NC(=O)C34CC5CC(CC(C5)C3)C4)cc2s1)Nc1ccc(F)cc1	-3.8%	9.6
CCN(C(=O)C1CCCO1)C1CC1 (stereo unspecified)	-23.9%	-4.9
COc1ccc(S(=O)(=O)N(C)C2CCS(=O)(=O)C2)cc1C (stereo unspecified)	13.5%	1.2
Cc1cc2oc(=O)cc(COC(=O)C3CCCO3)c2cc1C (stereo unspecified)	25.1%	12.1
O=C(CCc1ccccc1)Nc1ccc(C2(c3ccc(NC(=O)CCc4ccccc4)cc3)CCCCC2)cc1	34.1%[activator]	6.7
COc1ccccc1CNC(=O)CC(C)n1ccc(C)n1 (stereo unspecified)	10.8%	0.1
Cc1onc(-c2ccccc2Cl)c1C(=O)Nc1ccc(C(N)=O)cc1	12.2%	-1.0
N#Cc1c(N)sc2c1CCCCCCCCCC2	u	4.4
CCC(C)(C)NC(=O)Cc1csc(-c2ccccc2)n1	u	6.4
OCCNC(=S)Nc1cccc(F)c1	u	-0.2
COc1ccc(CNC(=O)COC(=O)c2ccc[nH]2)cc1	-10.2%	3.9
Cc1ccc(S(=O)(=O)C/C=C/CS(=O)(=O)c2ccc(C)cc2)cc1	-5.3%	-2.9
COc1ccc(CCNC(=O)CSc2ccc(-c3ccccn3)nn2)cc1OC	3.3%	9.1
CC(=O)N/N=C/c1cc(Cl)ccc1OCCOCCOc1ccc(C)cc1	-40.0%	2.7

The final seven entries of the section before lead into the next.
SMILES	12-LOX inh	LDHA inh
N#Cc1c(N)sc2c1CCCCCCCCCC2	u	4.4
CCC(C)(C)NC(=O)Cc1csc(-c2ccccc2)n1	u	6.4
OCCNC(=S)Nc1cccc(F)c1	u	-0.2
COc1ccc(CNC(=O)COC(=O)c2ccc[nH]2)cc1	-10.2%	3.9
Cc1ccc(S(=O)(=O)C/C=C/CS(=O)(=O)c2ccc(C)cc2)cc1	-5.3%	-2.9
COc1ccc(CCNC(=O)CSc2ccc(-c3ccccn3)nn2)cc1OC	3.3%	9.1
CC(=O)N/N=C/c1cc(Cl)ccc1OCCOCCOc1ccc(C)cc1	-40.0%	2.7
CC(Oc1ccc2ccc(=O)oc2c1)C(=O)N(C(C)C)C(C)C (stereo unspecified)	u	0.0
CN(CC(=O)NC(=O)NC1CC1)Cc1cccc(C#N)c1	-29.0%	3.1
CCCCn1c(CCC(=O)Nc2cc(C)ccc2C)nc2c1c(=O)[nH]c(=O)n2CCC	-6.4%	-4.1
COc1ccc2oc(=O)c(S(=O)(=O)c3cccc(Cl)c3)cc2c1	-4.0%	5.2
CCCCCn1nc(C(=O)Nc2ccccc2F)c2ccccc2c1=O	-0.1%	0.0
C=CCOc1ccc(CNCc2ccco2)cc1	-17.4%	-4.8
CC1=C/C(=N/NC(=S)Nc2ccc(Cl)cc2)CC(C)(C)C1	u	2.1
Cc1ccc2c(CN3c4ccccc4CC3C)cc(=O)oc2c1 (stereo unspecified)	u	6.3
COc1cccc(NC(=O)CSC2=C(C#N)C(c3ccccc3C)C3=C(CCCC3=O)N2)c1 (stereo unspecified)	u	9.0

Screening data from PubChem BioAssay.
